cardiac RTF act = cardiac RTF calcium sensitivity activators, primary screen, biochemical, IANBD-TnC fluorescence, EC20 calcium; Troponin I, cardiac muscle (Homo sapiens) + Troponin T, cardiac muscle (Homo sapiens) + …; IANBD-labeled TnC RTF fluorescence at EC20 calcium; 0% EC20 calcium, 100% full calcium; activation, % at 7.2 µM; 340,000 tested, 0.24% active; AID 493008, 2010;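 active means activation above the mean over all tested compounds plus 3 SD, cut at about 30% in these data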;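 further: rise in fluorescence read as greater calcium sensitivity of cardiac thin filaments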
HTR5A ag = HTR5A agonists in luminescence cell assay, primary screen, counter-screen for OPRM1-OPRD1 heterodimer agonist project, full-deck HTS | 5-hydroxytryptamine receptor 5A (Homo sapiens), P47898 | cell-based | activation, % at 9.3 µM | 340,000 tested, 0.61% active | AID 504692, 2011; in the data active means activation mostly above about 9.5%, no sharp cut-off; inactive means mostly below about 7.6%;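 further: 0% = cells with vehicle only and 100% = reference agonist; strong numbers were not always called active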
Target sequence (P47898 whole entry, looked up): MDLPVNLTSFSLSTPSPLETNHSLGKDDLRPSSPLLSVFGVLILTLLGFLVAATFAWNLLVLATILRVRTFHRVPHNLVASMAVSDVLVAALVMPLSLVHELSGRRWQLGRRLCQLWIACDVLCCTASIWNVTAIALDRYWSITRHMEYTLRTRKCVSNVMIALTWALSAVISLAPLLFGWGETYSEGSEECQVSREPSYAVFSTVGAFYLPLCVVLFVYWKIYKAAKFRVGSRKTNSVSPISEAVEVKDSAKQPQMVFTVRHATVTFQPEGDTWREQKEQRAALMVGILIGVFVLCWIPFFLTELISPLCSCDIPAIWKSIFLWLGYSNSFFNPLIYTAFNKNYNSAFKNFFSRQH
OPRM1-OPRD1 inv = inverse agonists of MOR-DOR heterodimerization, primary screen, cell-based, luminescence; Mu-type opioid receptor (Homo sapiens) + Delta-type opioid receptor (Homo sapiens), …; cell-based MOR-DOR heterodimer luminescence, inverse agonism; inhibition, % at 9.3 µM; 340,000 tested, 0.21% active; in the data active means inhibition above about 22%, passing the limit was not always enough;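 further: 0% = cells with DMSO and 100% = wells without cells with DMSO; values of inactives mirror those of a sister screen read the other way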
Keap1-Nrf2 PPI = Keap1-Nrf2 protein-protein interaction inhibitors, primary screen, biochemical, fluorescence polarization, single point. Kelch-like ECH-associated protein 1 (Homo sapiens), Q14145. Keap1 Kelch-Nrf2 peptide fluorescence polarization, 1536-well. inhibition, % at 9.4 µM. 340,000 tested, 0.15% active. AID 504523, 2011; in the data active means inhibition above about 12%;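 further: human Keap1 Kelch domain with fluorescein labeled Nrf2 9mer peptide probe; 0% = neutral control wells and 100% = peptide positive control; higher means more block of Keap1 binding to Nrf2 peptide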
Target sequence (Q14145 whole entry, looked up, the tested form may be a part): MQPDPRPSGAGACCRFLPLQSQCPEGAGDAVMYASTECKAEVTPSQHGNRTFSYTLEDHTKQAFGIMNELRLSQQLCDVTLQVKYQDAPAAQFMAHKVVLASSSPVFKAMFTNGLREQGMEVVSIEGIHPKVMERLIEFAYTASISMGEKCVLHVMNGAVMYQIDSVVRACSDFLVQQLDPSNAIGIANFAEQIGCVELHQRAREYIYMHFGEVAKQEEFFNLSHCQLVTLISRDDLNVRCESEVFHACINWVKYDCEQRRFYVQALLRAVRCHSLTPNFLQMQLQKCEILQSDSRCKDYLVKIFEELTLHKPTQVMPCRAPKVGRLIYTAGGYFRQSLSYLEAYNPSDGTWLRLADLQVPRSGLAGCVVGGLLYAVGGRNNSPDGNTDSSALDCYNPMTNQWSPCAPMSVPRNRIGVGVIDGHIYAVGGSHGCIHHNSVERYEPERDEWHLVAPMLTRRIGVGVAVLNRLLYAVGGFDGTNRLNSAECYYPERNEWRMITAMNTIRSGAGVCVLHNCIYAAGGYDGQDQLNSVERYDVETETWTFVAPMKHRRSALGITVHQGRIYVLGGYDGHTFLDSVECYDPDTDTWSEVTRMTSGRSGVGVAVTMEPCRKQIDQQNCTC
RTF Ca sens inh = cardiac RTF calcium sensitivity inhibitors, primary screen, biochemical, IANBD-TnC fluorescence, EC70 calcium | Troponin I, cardiac muscle (Homo sapiens) + Troponin T, cardiac muscle (Homo sapiens) + … | IANBD-labeled cardiac RTF, Ca2+ fluorescence | inhibition, % at 7.15 µM | 340,000 tested, 0.12% active;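 active means inhibition above the mean inhibition of all tested compounds plus 3 SD, cut at about 17% in these data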;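 further: assay run at fixed EC70 calcium of 1.6 mM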
V-ATPase pH = regulators of yeast V-ATPase proton pumping, primary screen, pHLuorin cytosolic pH fluorescence; response, % at 10 µM; 350,000 tested, 0.37% active; S. cerevisiae; AID 504577, 2011; in the data active means response mostly above about 7.3%, no sharp cut-off; inactive means mostly below about 5.4%; further: actives read high; inactives centre near 0; some compounds called inactive have numbers as strong as hits; reference of the scale not given here
HTR5A inv ag = HTR5A inverse agonists in luminescence cell assay, primary screen, counter-screen for OPRM1-OPRD1 heterodimer inverse agonist project, full-deck HTS; 5-hydroxytryptamine receptor 5A (Homo sapiens), P47898; HTR5A cell line, inverse agonism; inhibition, % at 9.3 µM; 340,000 tested, 0.083% active; in the data active means inhibition mostly above about 23%, no sharp cut-off; inactive means mostly below about 18%;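 further: 0% = cells with DMSO and 100% = no-cell wells with DMSO; some compounds called inactive have numbers as strong as hits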
CAL PDZ FP = untagged CAL PDZ binding inhibitors, primary screen, biochemical, fluorescence polarization, HTS | Golgi-associated PDZ and coiled-coil motif-containing protein (Homo sapiens), Q9HD26 | purified CAL PDZ, TMR-peptide fluorescence polarization, 1 h | inhibition, % at 24.9 µM | 300,000 tested, 0.92% active | AID 602252, 2012;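 active means mean inhibition of at least 30% with at least half of replicates also reaching 30%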;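 further: 0% = DMSO neutral control and 100% = excess unlabeled competitor peptide PRC23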
MOR-DOR ag = agonists of OPRM1-OPRD1 heterodimerization, primary screen, cell-based, luminescence. cells. activation, % at 9.3 µM. 340,000 tested, 0.3% active. AID 504326, 2011; in the data active means activation above about 18%;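 further: 0% = vehicle-treated cells and 100% = reference agonist; values of inactives mirror those of a sister screen read the other way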
LANA DNA inh = inhibitors of KSHV C-LANA binding to DNA, primary screen, biochemical, fluorescence polarization, FAM-LBS DNA, MBP-C-LANA, single point; AID 504423, 2011; inhibition, % at 9 µM; Kaposi's sarcoma herpesvirus LANA C-terminal domain (residues 932-1162) DNA binding; 340,000 tested, 0.078% active;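 active means highest replicate inhibition at or above 60% at 9 µM, even if other replicates fall short; inactive means all replicates below 60% inhibition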;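 further: 0% = neutral control wells and 100% = 4 µM acridine orange control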
* hit, by the source's call; · = not tested or not shown.

SMILES	cardiac RTF act	HTR5A ag	OPRM1-OPRD1 inv	Keap1-Nrf2 PPI	RTF Ca sens inh	V-ATPase pH	HTR5A inv ag	CAL PDZ FP	MOR-DOR ag	LANA DNA inh
COC(=O)c1ccccc1NC(=O)C/C(C)=N/NC(=O)Cc1ccc(Cl)cc1	3	-4	2	-1	-6	3	10	-6	-0.3	0.3
COc1ccc(C)cc1NC(=O)CSc1nnc(-c2cc(C)[nH]n2)n1N	-5	-2	11	-2	-2	-3	12	1	-2.2	-1.1
O=C(O)c1ccc(NC(=O)C(c2ccccc2)c2ccccc2)cc1	3	-1	15	-1	-6	2	4	·	-3.3	-1.1
O=C(C1CC1c1ccccc1)N1CCOCC1 (stereo unspecified)	4	4	16	1	3	-8	0	-4	-3.1	0.4
Cc1ccc2nc(N3CCN(C(=O)CCCC(=O)O)CC3)nc(-c3ccccc3)c2c1	-1	3	10	-6	-7	3	-12	-3	-1.7	-1.4
COc1ccc(O)c(/C=N/Nc2nc3ccccc3[nH]2)c1	4	3	11	-3	9	0	-26	-1	-2.2	-0.7
Cc1ccc(C(=O)OCC(=O)N2CCCc3ccccc32)cc1C	6	-7	-9	0	-2	-4	17	14	1.7	0.7
COc1ccc(S(=O)(=O)NCC2CCCN(C(=O)C3CCCC3)C2)cc1 (stereo unspecified)	0	4	15	0	6	0	-6	·	-3.0	0.1
CCc1nnc(NC(=O)c2ccc(S(=O)(=O)N3CCc4ccccc4C3)cc2)s1	-8	-3	7	2	0	2	11	-3	-1.2	-2.3
CCCCNC(=O)C(Sc1ccccc1)c1ccccc1 (stereo unspecified)	0	2	6	-1	12	-2	13	-2	-1.2	-2.7
CSc1nc(N2CCN(Cc3ccc4c(c3)OCO4)CC2)c2ccccc2n1	-4	-1	-2	3	-16	1	3	-4	0.5	-3.2
CCOC(=O)c1c(C)[nH]c(C(=O)CSc2nc3ccccc3o2)c1C	-6	6	12	2	14	-1	6	-21	-1.9	-1.4
COc1ccc(C(CNC(=O)c2ccco2)N2CCCCC2)cc1 (stereo unspecified)	·	·	·	0	·	-2	·	3	·	-0.9
OCC[C@H]1C[C@H](O)[C@@H](O)[C@]2(CCCc3ccccc3O2)O1	-1	-3	-1	3	-5	-9	2	-1	0.1	-0.1
COc1cc(/C=N/NC(=O)c2ccc(CSc3nncn3C)cc2)ccc1OCC(=O)N1CC(C)OC(C)C1 (stereo unspecified)	2	0	15	1	-3	7	-23	·	-2.9	-0.9
NC(=O)[C@@H]1CCCN1Cc1nc(Cc2ccccc2Cl)no1	-7	-2	13	-3	-1	-3	6	2	-2.6	-0.8
COc1ccc(CCNC(=O)CN(Cc2ccc(Cl)cc2)S(C)(=O)=O)cc1OC	2	2	4	-2	-5	-1	-5	-5	-0.8	-1.2
Cc1ccsc1/C=N/NC(=O)CSCc1ccc(Cl)cc1	-4	3	-58	3	1	4	-13	-1	11	-0.2
O=C(Cc1ccccc1)Nc1ccc(NC(=O)c2cccs2)cc1Cl	-5	2	-21	-2	-3	-2	16	7	2.9	-1.5
COc1ccc(/C=N/Nc2nnc(C)n2N)cc1OC(C)=O	-3	4	-35	2	-1	0	-14	-2	7.4	0.9
O=C(NC1CCCCC1)C1CCC(=O)N(Cc2cccc(C(F)(F)F)c2)C1 (stereo unspecified)	2	5	-1	-5	0	-1	-4	-1	0.2	-2.0
CN1CCCN(C(=O)c2ccccc2Cl)CC1	-3	1	-13	-4	-3	0	-4	-1	2.8	-2.0
CCCC(=O)NC(c1ccc(C(C)C)cc1)c1ccc2cccnc2c1O (stereo unspecified)	1	1	-7	-4	-10	4	-4	-2	1.5	-0.6
CC(=O)Oc1cc2c(C(=O)NCCCN3CCOCC3)c(C)oc2c2ccccc12	0	0	-45	-3	-1	9	-5	·	11	-1.4
Cc1nn(C2CCCCC2)c(N)c1-c1ccccc1	-5	-4	12	0	-5	0	13	-4	-2.2	-0.2
CC(C)Oc1ccc(C(=O)Nc2ccc(N3CCCCC3)cc2)cc1	5	-2	7	-5	-18	2	20	-1	-1.4	1.1
O=C(CCCCn1c(=O)c2ccccc2n(CC(=O)Nc2ccccc2)c1=O)NCc1ccco1	2	-10	2	-3	-6	-1	25	0	-0.4	2.1
CN(C)S(=O)(=O)c1cc(NC(=O)COC(=O)CCc2ccccc2)ccc1Cl	-5	5	-15	-2	-5	5	3	-1	2.8	-0.9
COc1ccc(S(=O)(=O)N2CCOCC2)cc1NC(=O)COc1ccccc1	-8	2	-3	1	-20	-1	-4	0	0.5	1.3
O=C(CSc1cn[nH]n1)Nc1ccccc1C(F)(F)F	-7	9	18	5	7	4	-25	-3	-3.3	0.5
COc1ccc(-n2c(=O)c3c4c(sc3n3c(=S)[nH]nc23)CCCC4)cc1	-3	-5	-28	-3	-16	9	15	-5	3.9	-0.3
O=C1C(=O)N(Cc2cccnc2)C(c2ccccn2)/C1=C(/O)c1ccc(F)cc1 (stereo unspecified)	-2	1	3	4	1	0	-9	-6	-0.6	-1.2
O=C(NCCS(=O)(=O)NC1CCCC1)c1ccccc1	7	2	2	0	-10	0	-6	-5	-0.3	-0.2
Cc1ccc(C)c(NC(=S)NC(C)C(c2ccccc2)N2CCN(C)CC2)c1 (stereo unspecified)	-3	-4	9	3	2	-3	-8	-8	-1.9	0.6
COCCNC(=O)NC(=O)COC(=O)Cc1ccc2c(c1)OCCO2	0	-1	8	-2	-8	3	4	·	-1.8	2.7
CC(=O)Nc1cccc(C(=O)Oc2cccc(C)c2)c1O	2	-1	-1	2	3	-4	-2	-7	0.2	0.8
Cc1cc(OCC(O)CN(C)C(=O)C(C)Oc2ccccc2)ccc1Cl (stereo unspecified)	1	6	11	2	-6	1	0	-1	-2.0	-0.4
CCN(c1ccccc1)S(=O)(=O)c1ccc(OC)c(NS(=O)(=O)c2cccs2)c1	-1	0	9	0	-1	-1	-14	-1	-1.7	0.4
Cc1cc(C)n(-c2ccc(C(=O)OCC(=O)Nc3ccc(S(=O)(=O)N4CCCCC4)cc3)cc2)n1	-10	-2	1	-5	0	1	9	-2	-0.1	-0.2
O=C(CCl)c1ccc2c(c1)CCN2C(=O)C1CCCCC1	-5	3	-4	-2	-5	0	-24	-5	0.8	1.4
COc1cc(C(=O)NCCNc2nc3cc(C)ccc3cc2C#N)cc(OC)c1OC	0	0	5	-8	-7	2	1	1	-1.0	-0.6
COCc1cc(C)n(CC(=O)Nc2ccc(N3CCOCC3)c(Cl)c2)c(=O)c1C#N	2	0	17	-2	-2	1	1	-7	-3.1	0.5
COc1ccc(OCC(=O)N/N=C2\CCCCc3ccccc32)cc1	4	5	-13	-6	-6	0	-15	-3	2.6	0.2
CC1CCCCN1C(=O)c1ccccc1NC(=O)c1ccco1 (stereo unspecified)	-6	0	12	1	6	-3	9	0	-2.2	3.2
Cc1ccc(/C=C/C(=O)OCC(=O)NCc2ccccc2)o1	-5	3	3	2	7	-5	0	-4	-0.5	-0.7
O=C(CN1C(=O)NC2(CCOc3ccccc32)C1=O)c1ccc[nH]1 (stereo unspecified)	8	-5	6	-6	6	10	12	-12	-1.0	0.4
COc1ccc(C2/C(=C(\O)c3ccc4c(c3)OCCO4)C(=O)C(=O)N2CCCn2ccnc2)cc1 (stereo unspecified)	-5	11*	17	4	-5	-1	-2	0	-3.3	-0.6
O=C(Nc1cccc(-c2cccc(Cl)c2)c1)C1CCN(C2CCC2)CC1	-6	0	-6	-3	-11	1	-1	-3	1.1	-0.6
CCN1CCN(CC(=O)N2N=C(c3cccs3)CC2c2ccc(OC)c(OC)c2)C(=O)C1=O (stereo unspecified)	9	-2	8	-3	-1	-1	6	-4	-1.5	0.7
COc1ccc(Oc2nc(-c3cccnc3)nc3ccccc23)cc1	5	0	-3	-3	4	7	-6	·	0.6	0.7
COc1cc(NC(C(=O)Nc2cccc(C(C)=O)c2)c2ccccc2)cc(OC)c1OC (stereo unspecified)	3	13*	-9	2	4	9	-23	-5	1.7	0.9
NC(=O)CSc1nnc(COc2ccccc2)n1Cc1ccco1	11	1	-3	-6	-4	0	-4	6	0.6	-0.6
Cc1cccc(/C=N/c2sc3c(c2C#N)CCN(Cc2ccccc2)C3)c1O	5	-1	7	-1	-1	-1	-5	-1	-1.3	0.0
COc1ccc(C2SCC(C(=O)O)N2C(C)=O)cc1OC (stereo unspecified)	7	-3	15	4	-8	-1	9	·	-2.9	2.1
Cc1cc2oc(C(=O)NC3CCS(=O)(=O)C3)c(C)c2cc1C (stereo unspecified)	-3	0	14	-3	0	-4	-1	-2	-3.4	2.0
Cc1ccc(C(=O)Nc2nccs2)cc1S(=O)(=O)N1CCCCC1	5	2	12	-3	11	1	0	-4	-2.2	-0.4
c1ccc(OCc2ccc(CCCN3CCOCC3)cc2)cc1	-6	0	11	2	4	5	6	-3	-2.1	0.8
CC(=O)c1cc(N2CCOCC2)ccc1[N+](=O)[O-]	0	2	16	-3	-2	-2	-14	-2	-3.4	-0.9
CN(C)S(=O)(=O)c1ccc2nnn(OCC(=O)NC3CCS(=O)(=O)C3)c2c1 (stereo unspecified)	0	1	6	-2	-4	-1	-3	-2	-1.6	-0.7
O=C(COC(=O)C12CC3CC(CC(C3)C1)C2)NC12CC3CC(CC(C3)C1)C2	8	1	-46	-7	-56	0	-17	3	7.8	-1.3

Reprinted from the part before: 2 compounds, then new ones.
SMILES	cardiac RTF act	HTR5A ag	OPRM1-OPRD1 inv	Keap1-Nrf2 PPI	RTF Ca sens inh	V-ATPase pH	HTR5A inv ag	CAL PDZ FP	MOR-DOR ag	LANA DNA inh
CN(C)S(=O)(=O)c1ccc2nnn(OCC(=O)NC3CCS(=O)(=O)C3)c2c1 (stereo unspecified)	0	1	6	-2	-4	-1	-3	-2	-1.6	-0.7
O=C(COC(=O)C12CC3CC(CC(C3)C1)C2)NC12CC3CC(CC(C3)C1)C2	8	1	-46	-7	-56	0	-17	3	7.8	-1.3
COc1ccccc1NC(=O)N1CCN(c2ccc3nnc(-c4ccc(F)cc4)n3n2)CC1	-3	2	12	1	-1	0	-16	1	-2.4	0.6
O=[N+]([O-])c1ccc(COc2ccc(Br)cc2CN2CCOCC2)cc1	3	-3	-2	0	-3	-2	8	8	0.4	2.1
COc1ccccc1N(CC(O)Cn1nc(C)cc1C)S(=O)(=O)c1ccccc1 (stereo unspecified)	·	·	·	-5	·	-2	·	4	·	-1.9
CCOC(=O)c1cnc(-n2nc(C)cc2C)nc1NCCO	1	-1	14	-7	-2	2	-6	·	-3.1	0.4

Bioassay records: PubChem, several laboratories
